Polio RdRp inh – poliovirus RdRp elongation inhibitors, primary screen, biochemical, fluorescence polarization, total intensity; Genome polyprotein (Poliovirus type 1 (strain Mahoney)), P03300; poliovirus polymerase elongation; active compounds read low; % elongation, % (compound at 16.7 µg/mL); 150,000 compounds, 0.66% hits; AID 588519, 2011; in the data active = % elongation below about 90%; also: some results filed as inactive read as strong as hits
Target sequence (P03300 1749-2209 limits assumed): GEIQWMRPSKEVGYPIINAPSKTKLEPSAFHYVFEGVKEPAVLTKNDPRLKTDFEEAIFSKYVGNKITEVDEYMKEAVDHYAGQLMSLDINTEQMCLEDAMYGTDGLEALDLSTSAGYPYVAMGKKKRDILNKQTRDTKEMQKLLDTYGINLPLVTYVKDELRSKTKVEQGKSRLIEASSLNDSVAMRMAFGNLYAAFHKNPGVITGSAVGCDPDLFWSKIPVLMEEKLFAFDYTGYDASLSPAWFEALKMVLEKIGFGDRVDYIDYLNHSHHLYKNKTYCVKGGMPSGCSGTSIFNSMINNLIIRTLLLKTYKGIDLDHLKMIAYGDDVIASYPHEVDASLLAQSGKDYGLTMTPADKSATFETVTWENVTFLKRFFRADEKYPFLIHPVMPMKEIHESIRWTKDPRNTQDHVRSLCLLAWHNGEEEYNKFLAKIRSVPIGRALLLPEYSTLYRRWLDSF
Polio RdRp inh FP z-score – recorded beside Polio RdRp inh, whose call it bears; z-score; measured here: FP z-score; hits read low
Active calls of the source: *; & = joins results of further samples.

Every second line gives: Polio RdRp inh, Polio RdRp inh FP z-score
- Cc1ccc2c(CNCc3ccc(C)o3)c(C(=O)O)n(Cc3ccccc3C)c2c1
    104, -0.8
- CCc1nnc(SCC(=O)Nc2ccc3c(c2)OCO3)n1CC1CCCO1 (configuration not stated)
    103, 0.4
- CCNC(=O)CC1C(=O)N(c2ccc(OC)cc2)C(=O)N1CCOC (configuration not stated)
    102, 0.4
- O=c1c(F)cn(C2CCCO2)c(=O)n1Cc1ccc(Cl)cc1 (configuration not stated)
    101, -0.1
- O=C1C=C(NCCN2CCOCC2)CC(c2ccccc2)C1 (configuration not stated)
    103, 0.2
- CCOc1ccc(NC(=S)C(C#N)=C2N(C)c3ccccc3N2C)cc1
    102, -0.2
- Cc1ccc(C(=O)Oc2c(C)cc(-c3nn(C)c(=O)c4ccccc34)cc2C)cc1
    107, 0.3
- COc1ccc(OC)c2sc(NC(=O)/C=C/c3cccs3)nc12
    97, -2.1
- COc1ccc(C(=O)c2c(/C=C/N(C)C)oc3ccc(OC)cc23)cc1
    103, 0.8
- CCOc1ccc(NS(=O)(=O)c2ccc3[nH]cc(C(=O)N4CCCCCC4)c(=O)c3c2)cc1
    113, 1.1
- COc1ccc(NC(=O)COc2ccc(-c3nn(C)c(=O)c4ccccc34)cc2)cc1
    105, 0.2
- COC(=O)c1ccc(N2CCN(C)CC2)c(NC(C)=O)c1
    100, -0.7
- CCOC(=O)c1cnn2c(C)cc(-c3ccc(F)cc3)nc12
    103, 1
- O=S(=O)(Nc1cccc(-c2ccc(N3CCOCC3)nn2)c1)c1ccc(F)cc1F
    101, -1.1
- COCCCNC(=O)NC(CCC(C)C)c1c(-n2cccc2)sc2c1CCN(C)C2 (configuration not stated)
    116, 0.9
- O=c1n(CCCN2CCN(c3cccc(Cl)c3)CC2)nc2ccccn12
    101&100, 0.3&0.1
- Cc1cccn2c(=O)c3cc(C(=O)NCC4CCCO4)c(=N)n(C4CCCCC4)c3nc12 (configuration not stated)
    103, 0.5
- CCN1CCN(C(=O)c2ccc(NC(C)=O)cc2)CC1
    102, -0.1
- Cc1c(N=C2c3ccccc3-c3ccccc32)c(=O)n(-c2ccccc2)n1C
    105, 0.3
- COc1cc(C2Oc3nc(SC)nnc3-c3ccccc3N2C(C)=O)cc(Cl)c1OC (configuration not stated)
    111, 0.1
- COC(=O)CSCc1n[nH]c(=O)c2ccccc12
    103, -0.1
- Cn1cc(CN(C(=O)Nc2ccc(Cl)c(Cl)c2)C2CCCCC2)c2ccccc21
    107, -0.1
- O=C(NCC1CCCO1)c1cccc(C(=O)NCC2CCCO2)c1 (configuration not stated)
    101, -0.1
- CC(Sc1nncn1C)C(=O)N(C)c1ccccc1 (configuration not stated)
    100, -0.1
- CNC(=O)COc1ccccc1C(=O)Nc1ccccc1
    96, -1.1
- Cc1cc(C(F)(F)F)c2c(=O)n3[nH]c(C)cc3nc2n1
    98, -0.6
- CC(=O)NNc1nc(Cl)nc(N(C)C)n1
    100, -0.7
- CC1(C)Cc2ccccc2-c2nnc(SCC(N)=O)n21
    101, -0.2
- O=C(NCCC1=CCCCC1)c1ccc2c(=O)n3nc(Nc4ccccc4)sc3nc2c1
    105, -0.2
- O=C(Nc1ccccc1)N1CCn2c(nc3ccccc32)C1
    103, 0.5
- Nc1nc(-c2ccc3c(c2)OCCO3)cs1
    104, 0.1
- Cn1nnnc1SCCNCc1ccc(OCc2ccccc2)cc1
    105, 0.1
- NCCCn1c2c(c3ccccc31)CCCC2
    99, -1.6
- Clc1ccc(OCCSc2ncnc3ccccc23)cc1
    104, 0
- S=C1NCN(Cc2cccs2)CN1
    106, 0.1
- CCOC(=O)c1cccc(NC2c3ncccc3C(=O)N2c2ccc(C)cc2)c1 (configuration not stated)
    104, 0.9
- Cc1cc(N2CCN(c3ccc(F)cc3)CC2)n2nc(-c3ccc(Cl)cc3)nc2n1
    111, 1.2
- O=C(O)Cn1ccc(C(F)(F)F)n1
    99, -0.4
- CCn1c(SCC(=O)C23CC4CC(CC(C4)C2)C3)nnc1-c1ccco1
    102, -0.2
- CCNc1nc(-c2ccccc2)no1
    102, 0.7
- c1ccc(N=P(N2CCOCC2)(N2CCOCC2)N2CCOCC2)cc1
    102, 0.2
- COc1ccccc1N1CCN(Cc2nnc(-c3ccccc3C)o2)CC1
    107, 0.7
- CC(C)(C)CC(C)(C)N=C1NS(=O)(=O)c2ccccc21
    102, 0.1
- COC(=O)c1c(C)oc2ccc(NS(=O)(=O)c3ccc(OC)cc3)cc12
    104, 0.5
- CCCCSCCCNC(=O)c1c[nH]c2ccc(S(=O)(=O)Nc3cccc(OC)c3)cc2c1=O
    105, -0.1
- CCN(CC)S(=O)(=O)c1cccc(-c2nnc(C(=O)c3ccc(C(F)(F)F)cc3)o2)c1
    108, 0.2
- CCOc1ccc(CNC(=O)C2CCCN(S(=O)(=O)N3CCOCC3)C2)cc1 (configuration not stated)
    102, 0.2
- Cc1cc(C)cc(OCC(O)CNC(C)(C)C)c1 (configuration not stated)
    103, 0.3
- CC1CCc2nc3ccccc3c(C(=O)O)c2C1 (configuration not stated)
    105, 1.2
- CCc1ccc(NC(=O)c2cnc3c(-c4ccccc4)c(C)nn3c2C)cc1
    113, 0.6
- Cn1c(SCC(=O)NC(C)(C)C)nc2cccnc21
    102, 0.3
- N/C(=C\C(=O)c1ccc(Br)cc1)C(F)(F)F
    101, -0.2
- CC(C)c1ccc(Cc2cn3cc(-c4cc5ccccc5oc4=O)nc3s2)cc1
    107, 0.3
- CCOc1ccc(S)cc1
    103, 0
- C=CCC12CCC(=O)C=C1CCCC2=O (configuration not stated)
    101, -0.1
- O=C(CSc1nc(C(F)(F)F)cc(=O)[nH]1)NCc1ccco1
    99, 0
- COc1ccc(-c2noc(CSc3nnc(Cc4ccccc4)n3-c3ccccc3)n2)cc1OC
    97, -2.6
- COC(=O)c1ccc(CNC(=O)c2ccc(Oc3ccccc3)cc2)cc1
    101, -0.6
- CCC(C)NC(=O)c1ccccc1NC(=O)C1CCN(S(=O)(=O)Cc2ccccc2)CC1 (configuration not stated)
    110, 0.7
- CC12CCC(CC(=O)c3ccccc3)(CC1)CC2
    103, 0.3

Next results:
Every second line gives: Polio RdRp inh, Polio RdRp inh FP z-score
- O=C(NC(=S)Nc1ccccc1Cl)c1ccc(Cl)cc1
    101, -0.4
- CC(=O)Nc1cccc(N(C)S(C)(=O)=O)c1
    100, -0.1
- CC(Cc1cccs1)NC(=O)Nc1ccccc1 (configuration not stated)
    106, -0.1
- COc1ccc(CCNC(=O)Cn2ncc3c(C)n(Cc4ccccc4F)c(C)c3c2=O)cc1OC
    109, 0.5
- COc1ccc(Nc2cc(C(=O)NCCCN3CCOCC3)c3ccccc3n2)cc1OC
    98, -0.8
- O=c1[nH]ncc(N2CCCCC2)c1Cl
    97, -0.8
- Nc1c(N(Cc2ccco2)C(=O)c2ccccc2)c(=O)[nH]c(=O)n1Cc1ccccc1
    101, -0.2
- COc1ccccc1C(=O)n1nc(-c2ccccc2)nc1NCc1ccc(Cl)cc1
    101, -0.6
- O=C(CCc1ccccc1)NC1CC(=O)N(c2ccccc2)C1 (configuration not stated)
    112, 1.1
- CCOc1ccccc1NC(=O)C1CCCN1C(=O)c1cccs1 (configuration not stated)
    108, 0.6
- COC(=O)CSc1nc(-c2ccccc2)cc(C(F)(F)F)n1
    102, 0.2
- COc1ccccc1C(=O)CSc1cccc[n+]1[O-]
    105, 0.2
- CC(NS(=O)(=O)c1ccccc1)C(=O)NCc1ccc(CN2CCCC2)cc1 (configuration not stated)
    104, 0.1
- COc1ccc(C2C(C#N)=C(N)Oc3cc4c(cc32)OCO4)cc1 (configuration not stated)
    100, -0.2
- O=C(c1ccco1)N1CCN(C2=Nc3cccc4cccc2c34)CC1
    105, 0.3
- Cc1cc(C)n(CC(O)CON=C2c3ccccc3-c3ccccc32)n1 (configuration not stated)
    105, 0.6
- COc1ccc(C2=NN(C(C)=O)CC2)cc1
    100, -0.5
- O=S(=O)(Cc1ccc(Cl)cc1Cl)C1CCCCC1O (configuration not stated)
    103, 0.5
- CCCOc1ccc(-c2nn(-c3ccccc3)cc2C2NC(=O)NC(C)=C2C(=O)OC)cc1 (configuration not stated)
    106, 0.2
- Cc1cccc(Nc2nc(-c3sc(C)nc3C)cs2)c1
    100, -0.7
- Cc1nn(CC(=O)N2CCN(c3ccccc3)CC2)c(=O)c2cc3cc(F)ccc3n12
    111, 1.6
- Cc1cc2c3c([nH]c2cc1S(=O)(=O)NC1CC1)CCCC3=O
    102, 0.7
- Cc1ccc(S(=O)(=O)c2no[n+]([O-])c2S(=O)(=O)c2ccc(C)cc2)cc1
    79*, -2.2*
- CNC(=O)n1cc(-c2ccccc2)c(C)n1
    100, -0.6
- Cc1cc(C(=O)CSc2nnc(Cc3ccccc3)o2)c(C)n1CCc1ccccc1
    102, 0
- O=C1CCCc2ccccc2N1
    101, -0.3
- Cc1ccc(Cl)cc1N1CCN(C(=O)Cn2ncc3c4ccccc4n(C)c3c2=O)CC1
    110, 0.2
- COc1ccc(C)cc1NC(=O)C(Sc1nnc(C2CC2)n1C)c1ccccc1 (configuration not stated)
    103, 0.1
- O=C(OCCN1CCCCC1)c1ccc(F)cc1
    103, 0.2
- C=C(C)CN1N=C(C(C)(C)C)CC1=O
    103, 0.5

2 compounds drawn at random from the list so far:
Every second line gives: Polio RdRp inh, Polio RdRp inh FP z-score
- Cc1cccc(Nc2nc(-c3sc(C)nc3C)cs2)c1
    100, -0.7
- CC(Cc1cccs1)NC(=O)Nc1ccccc1 (configuration not stated)
    106, -0.1

(cont.)
smiles | Polio RdRp inh | Polio RdRp inh FP z-score
Cc1ccc2sc(-c3ccc(N4C(=O)C5CC=CCC5C4=O)cc3)nc2c1 (configuration not stated) | 99 | -1.2
O=C(NCCc1nnc2ccc(SCC(=O)N3CCCC3)nn12)c1ccccc1 | 105 | 0.9
Cc1ccc(C)c(CN2C(=O)C(O)(c3c[nH]c4ccccc34)c3ccccc32)c1 (configuration not stated) | 100 | -0.9
CC1CCc2nc3ncn(Cc4ccc(Cl)cc4)c(=O)c3cc2C1 (configuration not stated) | 106 | -0.2
CCCN(CCC)S(=O)(=O)c1ccc(OC)c2ncccc12 | 106 | 0.3
C/C(=N\NC(=O)CN1C(=O)COc2ccccc21)c1cc2cc(Cl)ccc2o1 | 99 | -0.5
N#C/C(=C/c1ccc(Cl)cc1)c1nc(-c2ccc(Br)cc2)cs1 | 100 | -0.4
Cc1ccc(C(C)N2CCNCC2)cc1C (configuration not stated) | 100 | -0.4
CC(OC(=O)c1cccc(O)c1)C(=O)Nc1cccc(Cl)c1 (configuration not stated) | 101 | -0.3
CC(=O)N[C@@H](Cc1c[nH]c2ccccc12)C(N)=O | 98 | -0.4
Nc1n[nH]c2c1C1(CCCC1)Cc1ccccc1-2 | 102 | 0.2
Cn1c(-c2ccccc2)c[nH]c1=S | 110 | 0.7
O=C(O)/C=C/c1c(F)c(F)c(N2CCOCC2)c(F)c1F | 102 | 0.3
O=C(/C=C1/NCC2c3ccccc3CCN2C1=O)c1ccc(F)cc1 (configuration not stated) | 113 | 1
N#Cc1ccc(/C=N/NC(=O)Cn2ccc(C(F)(F)F)n2)cc1 | 102 | 0.1
COC(=O)Cn1c(=O)n(-c2ccccc2)c(=O)c2oc3ccccc3c21 | 102 | 0.2
Fc1ccccc1Nc1ncnc2sc(-c3ccccc3)cc12 | 103 | 0.8
O=C(NCc1cccc(C(F)(F)F)c1)c1ccc(=O)[nH]c1 | 108 | 0.6
C=CCc1c(C)nc2nc(SCC(=O)Nc3ccc(OCC)cc3)nn2c1C | 108 | -0.1
Cc1cc(C(F)F)n2ncc(C(=O)N3CCCCC3)c2n1 | 99 | -0.7
COc1ccccc1-c1cc(C(=O)O)c2ccccc2n1 | 105 | 0.6
O=c1[nH]c(=S)[nH]c2c1cnn2-c1ccc(F)cc1 | 100 | -0.2
O=C1CC(c2ccccc2O)=NN1 | 107 | 0.5
CCOc1ccc(C(=O)NCc2ccc3[nH]c4c(c3c2)CCCC4)cc1 | 100 | -0.8
CC(C)(C)n1nnnc1C(c1cccnc1)N(Cc1ccccc1)Cc1ccco1 (configuration not stated) | 105 | 0.8
Cc1csc2nc(CS(=O)(=O)c3ccc(Cl)cc3)cn12 | 103 | 0.5
Cc1cc(C)cc(NC(=O)CCS(=O)(=O)c2ccc3c(c2)oc(=O)n3C)c1 | 99 | -1.9
CC(=O)Nc1nc2ccccc2n1Cc1ccc(C)cc1 | 100 | -0.7
CC(C)(C)OC(=O)COc1ccc(C#N)cc1 | 105 | 0.4
CNC(=O)c1ccsc1NC(=O)c1cccc(S(C)(=O)=O)c1 | 101 | -0.6
O=C(O)CN(c1ccccc1)c1ccccc1 | 103 | 0.1
COc1ccc(CNC(=O)Cn2c(=O)nc(-c3ccccc3F)c3cc(Cl)ccc32)cc1OC | 102 | -0.7
CCOC(=O)NS(=O)(=O)c1ccc(C)cc1 | 107 | 0.4

Among those listed so far, seven have two or more sulfur atoms.
smiles | Polio RdRp inh | Polio RdRp inh FP z-score
COc1ccc(OC)c2sc(NC(=O)/C=C/c3cccs3)nc12 | 97 | -2.1
S=C1NCN(Cc2cccs2)CN1 | 106 | 0.1
CCCCSCCCNC(=O)c1c[nH]c2ccc(S(=O)(=O)Nc3cccc(OC)c3)cc2c1=O | 105 | -0.1
Cc1cccc(Nc2nc(-c3sc(C)nc3C)cs2)c1 | 100 | -0.7
Cc1ccc(S(=O)(=O)c2no[n+]([O-])c2S(=O)(=O)c2ccc(C)cc2)cc1 | 79* | -2.2*
Cc1csc2nc(CS(=O)(=O)c3ccc(Cl)cc3)cn12 | 103 | 0.5
CNC(=O)c1ccsc1NC(=O)c1cccc(S(C)(=O)=O)c1 | 101 | -0.6

Entries of single compounds, looked up by structure.
Entry for CC1(C)Cc2ccccc2-c2nnc(SCC(N)=O)n21 → Polio RdRp inh = 101; Polio RdRp inh FP z-score = -0.2
Entry for CC(C)(C)n1nnnc1C(c1cccnc1)N(Cc1ccccc1)Cc1ccco1 (configuration not stated) → Polio RdRp inh = 105; Polio RdRp inh FP z-score = 0.8

Not all compounds are listed (hit frequency here may not be typical).
